Source: PubChem (several laboratories)
proCasp7 act = procaspase-7 activators, primary screen, counter-screen for procaspase-3 activator project, biochemical, absorbance, HTS, human. Caspase-7 (Homo sapiens), P55210. recombinant procaspase-7, Ac-DEVD-pNA absorbance 405 nm; D23A/D198A/D206A triple mutant, cannot self-cleave; scale: DMSO 0, 5 µM enzyme 100. activation, % at 8.5 µM. hit rate 0.093% among 330,000. AID 463210, 2010;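 active means percent activation above the screen-wide mean plus 3 SD, cut at about 25% in these data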
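Test system: Procaspase-7 triple mutant (PC-7 D3A). Also added: Ac-DEVD-pNA substrate, 400 µM as added. Schedule: 1 h enzyme–compound preincubation and 2 h substrate reaction, both 25 °C. Signal: p-Nitroaniline absorbance at 405 nm, read at 0 and 120 min. Control set: low DMSO alone, high DMSO plus 5 µM PC-7.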
CR mimetic SO = reduction of superoxide in aged yeast, primary screen, HTS. hit rate 0.18% among 330,000. S. cerevisiae aged cells, superoxide DHE fluorescence; stronger effect = lower value. superoxide response (% of plate mean), % at 10 µM;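 active means superoxide response under a set limit, about three screen SD below normal, cut at about 65% in these data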;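 further: yeast aged for seven days with compound at 30 °C before DHE staining; 100% = average MFI of all compound-treated wells on the plate with controls excluded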
MEP2-GFP yeast = modulators of MEP2-GFP levels in yeast, primary screen, S. cerevisiae, multiplex flow cytometry, MLPCN library | AID 2016, 2009 | S. cerevisiae MEP2-GFP strain, 3 h; 100% = DMSO control level | GFP response vs DMSO, % at 10 µM | hit rate 0.51% among 330,000;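 active means GFP response versus DMSO above a set limit, roughly screen mean plus 3 SD, cut at about 180% in these data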;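 further: median GFP fluorescence of the barcode-gated MEP2-GFP cells per well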
JMJD2C inh = inhibitors of GASC-1 histone demethylase, primary screen, biochemical, fluorescence, DELFIA europium. AID 2099, 2009. hit rate 0.069% among 330,000. GST-JMJD2C(1-420) H3K9me3 demethylation. inhibition, % at 2.35 µM;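 active means more than half of a compound's replicate wells show inhibition beyond 50%, single wells judged on their own value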;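 further: signal counts dimethyl H3K9 product captured on neutravidin plate; 0% = median of DMSO wells and 100% = 0.3 times that DMSO median; strong numbers were not always called active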
LAP4-GFP MLPCN = modulators of LAP4-GFP expression in yeast, primary screen, S. cerevisiae, multiplex flow cytometry, MLPCN library; hit rate 0.34% among 320,000; GFP response vs DMSO, % at 10 µM; 3 h; median GFP as percent of DMSO wells;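 active means GFP response vs DMSO above a set limit, about the screen mean plus 3 SD, cut at about 150% in these data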
procasp3 activ = activators of human procaspase-3 D3A mutant, primary screen, biochemical, absorbance, PC-3 D3A mutant, single concentration; Caspase-3 (Homo sapiens), P42574; hit rate 0.11% among 330,000; activation, % at 8.5 µM; recombinant procaspase-3 D3A, Ac-DEVD-pNA absorbance 405 nm;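 active means activation above the mean of all tested compounds plus 3 SD, cut at about 21% in these data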;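 further: 0% = DMSO alone and 100% = DMSO wells spiked with extra 5 µM PC-3 D3A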
Target sequence (P42574 whole entry D9A/D28A/D175A): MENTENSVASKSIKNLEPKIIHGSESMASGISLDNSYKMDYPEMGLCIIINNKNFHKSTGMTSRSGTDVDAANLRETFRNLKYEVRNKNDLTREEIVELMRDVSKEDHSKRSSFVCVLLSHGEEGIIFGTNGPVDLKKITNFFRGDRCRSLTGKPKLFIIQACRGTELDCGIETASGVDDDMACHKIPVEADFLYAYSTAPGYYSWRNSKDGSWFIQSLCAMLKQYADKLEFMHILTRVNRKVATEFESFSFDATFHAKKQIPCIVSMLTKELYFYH
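System: Procaspase-3 D3A mutant. Medium: Zinc-free 300 mM NaCl, 50 mM HEPES, 0.01% Triton X-100. Schedule: 1 h preincubation plus 2 h reaction at 25 °C. Measured by: 405 nm absorbance of p-nitroaniline, reads at 0 and 120 min. Read-out: percent activation relative to control range.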
AHR activator = AHR activators, primary screen, cell-based, luminescence, luciferase reporter, human; AHR-responsive luciferase reporter cells; hit rate 2.5% among 320,000; Aryl hydrocarbon receptor (Homo sapiens), P35869; activation, % at 5 µM; in the data active means activation above about 47%;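 further: 0% = vehicle wells and 100% = reference agonist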
Target sequence (P35869 whole entry, looked up): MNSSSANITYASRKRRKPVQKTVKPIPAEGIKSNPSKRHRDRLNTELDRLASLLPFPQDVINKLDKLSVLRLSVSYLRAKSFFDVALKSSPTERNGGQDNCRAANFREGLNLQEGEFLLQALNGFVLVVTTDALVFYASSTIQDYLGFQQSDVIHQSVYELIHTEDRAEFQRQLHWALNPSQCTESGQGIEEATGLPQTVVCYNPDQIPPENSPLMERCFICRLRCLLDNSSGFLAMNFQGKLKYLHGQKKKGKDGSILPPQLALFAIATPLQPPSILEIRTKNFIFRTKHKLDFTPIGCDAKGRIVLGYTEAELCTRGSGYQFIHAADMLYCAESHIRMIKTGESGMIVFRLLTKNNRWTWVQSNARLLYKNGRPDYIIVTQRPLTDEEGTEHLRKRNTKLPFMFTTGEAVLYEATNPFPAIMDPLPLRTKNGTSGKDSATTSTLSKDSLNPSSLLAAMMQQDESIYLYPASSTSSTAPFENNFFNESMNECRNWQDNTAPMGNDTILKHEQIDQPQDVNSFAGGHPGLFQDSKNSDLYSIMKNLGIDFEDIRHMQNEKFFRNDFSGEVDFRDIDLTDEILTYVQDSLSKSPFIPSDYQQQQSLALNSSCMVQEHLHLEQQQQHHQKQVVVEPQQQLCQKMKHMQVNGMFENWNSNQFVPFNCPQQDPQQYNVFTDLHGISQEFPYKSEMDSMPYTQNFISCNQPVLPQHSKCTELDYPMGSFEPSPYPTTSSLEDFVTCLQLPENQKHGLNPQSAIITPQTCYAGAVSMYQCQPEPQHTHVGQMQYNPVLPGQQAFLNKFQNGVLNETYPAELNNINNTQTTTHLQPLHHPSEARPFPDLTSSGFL
RPL19A TOR yeast = RPL19A-GFP expression modulators in yeast, primary screen, cell-based, S. cerevisiae, multiplex flow cytometry, MLPCN; S. cerevisiae RPL19A-GFP strain, 3 h; stronger effect = lower value; AID 2025, 2009; percent response vs DMSO, % at 10 µM; hit rate 0.3% among 330,000;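 active means percent response vs DMSO below 50%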;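 further: median channel GFP fluorescence of the barcoded RPL19A-GFP strain; ratio of sample median GFP to plate DMSO average so 100% = DMSO; lower means less RPL19A-GFP as with rapamycin TOR inhibition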
The depositor's hits bear a star; / = no result given; & = joins results of further samples.

SMILES	proCasp7 act	CR mimetic SO	MEP2-GFP yeast	JMJD2C inh	LAP4-GFP MLPCN	procasp3 activ	AHR activator	RPL19A TOR yeast
CC1CN=C(N(C(=O)Nc2ccccc2)c2ccc(S(=O)(=O)N3CCOCC3)cc2)S1 (centres undefined)	14	106	105	-10&12	107	3	0	100
Cc1ccc(C)c(OC(=O)C2CSC3(C)CCC(=O)N23)c1C (centres undefined)	-3	112	98	-4	110	10	1	96
COCCNC(=O)CCc1nnc2ccc(N3CCC(C)CC3)nn12	0	94	106	3	96	1	0	107
Cc1cccc(NC(=O)C2CCN(C(=O)c3ccc(Cl)cc3)CC2)n1	3	107	102	6	103	1	2	100
Cc1ccc(Nc2nc(N)nc(CSc3ncccn3)n2)cc1	-2	103	104	3	102	-4	68*	103
COc1cccc(CN2CCN(Cc3ccon3)CC2CCO)c1 (centres undefined)	-4	86	109	48	112	0	-2	106
O=C1C(=O)N(CCN2CCOCC2)C(c2ccc(F)cc2)/C1=C(/O)c1ccc(S(=O)(=O)N2CCOCC2)cc1 (centres undefined)	-4	82	105	1	100	2	3	106
COc1cc(NC(=O)c2ccc3c(c2)OCO3)ccc1NC(=O)C(C)C	-9	113	102	3	104	-7	16	100
COCCCNC(=O)CN(c1cccc(Cl)c1C)S(C)(=O)=O	-3	84	91	-3	108	8	0	94
CCOC(=O)N1CCN(C(=O)CSCc2ccccc2C)CC1	3	116	108	10	105	-11	10	102
COC(=O)Cc1cc(=O)[nH]c(/N=C(\N)Nc2cccc(C)c2)n1	25	89	108	-18	112	-1	19	95
COCc1cc(C)nc2sc(C(=O)NCCO)c(-n3cccc3)c12	3	112	103	-3	97	3	0	104
O=C(NC1CCCC1)C(c1ccccc1)N(C(=O)c1csnn1)C1CCCC1 (centres undefined)	-11	107	101	10	88	1	2	102
C=CCNC(=O)NC(=O)COC(=O)/C(C#N)=C/c1ccc(OC)cc1	5	105	93	-3	99	-1	1	106
C=CCN(C(=O)Cn1nc(C)n2c(cc3cc(C)ccc32)c1=O)c1ccccc1	4	98	103	4	102	-1	-1	100
C=CCNC(=O)CN(c1ccc(F)c(Cl)c1)S(C)(=O)=O	2	103	103	10	98	-2	0	97
COC(=O)C(Nc1nccs1)(OC)C(F)(F)F (centres undefined)	13	81	107	7	107	-1	0	106
CCOC(=O)c1c(C)n(C)c2ccc(OC)c(NC(=O)c3cccs3)c12	4	108	100	-4	94	0	20	96
COc1ccc(N2CCN(c3oc(COc4ccc(Cl)cc4)nc3C#N)CC2)cc1	6	95	94	0	92	11	1	90
c1ccc(-c2ccc3c(c2)NCCN3)cc1	7	77	105	-40	87	-8	2	104
Cc1ccc(-n2c(Cc3cccn3C)nnc2SCC(=O)Nc2ccc3c(c2)OCO3)cc1	-7	81	100	-14	99	-1	0	/
O=c1[nH]c(=S)n(-c2ccc(Br)cc2)c2ncccc12	9	94	106	-3	97	2	6	102
CN(C)S(=O)(=O)c1ccc(Oc2ccccc2)cc1	-3	119	89	-5	100	1	0	93
CCN(CC)C(=O)CSc1nnc(-c2ccccc2)n1N	9	98	108	-1	101	2	3	109
CC1(NC(=O)Nc2cccc(Br)c2)CCS(=O)(=O)C1 (centres undefined)	-6	130	102	2	93	1	2	95

Filtered by structure: the entries above containing bromine
SMILES	proCasp7 act	CR mimetic SO	MEP2-GFP yeast	JMJD2C inh	LAP4-GFP MLPCN	procasp3 activ	AHR activator	RPL19A TOR yeast
O=c1[nH]c(=S)n(-c2ccc(Br)cc2)c2ncccc12	9	94	106	-3	97	2	6	102
CC1(NC(=O)Nc2cccc(Br)c2)CCS(=O)(=O)C1 (centres undefined)	-6	130	102	2	93	1	2	95

(next part)
SMILES	proCasp7 act	CR mimetic SO	MEP2-GFP yeast	JMJD2C inh	LAP4-GFP MLPCN	procasp3 activ	AHR activator	RPL19A TOR yeast
Cc1ccc([C@@H]2[C@@H]3C(=O)N(C)C(=O)[C@@H]3[C@]3(C)C(=O)N(CC4CC4)CC(=O)N23)o1	-3	111	92	-3	123	4	-2	94
Cc1ccc(-c2ccc(/C=N/NC(N)=S)o2)cc1	-19	116	93	1	158*	-15	100*	82
CCCCc1nnc(NC(=O)COc2ccc3c(C)cc(=O)oc3c2)s1	1	102	109	3	115	6	-2	109
Oc1ccc(/C=N/Nc2ccc(C(F)(F)F)cn2)c(O)c1	-4	103	101	7	121	-17	11	96
O=C(Nc1ccnn1C1CCN(Cc2ccc(Cl)cc2)CC1)C1CCCC1	-5	115	94	0	90	1	2	100
Cc1ccccc1NC(=S)NCCO	-4	88	101	10	90	1	1	102
O=[N+]([O-])c1c(C(Cl)Cl)nn(-c2ccc(Cl)cc2)c1N1CCCCC1	-2	103	102	-3	92	16	1	102
CC(C)Cc1cc(C(=O)N2CCCC(CO)(Cc3ccc(F)cc3F)C2)n[nH]1 (centres undefined)	10	107	107	6	93	-1	4	98
COC(=O)Cn1cnc2sc3c(c2c1=O)CCCC3	-7	94	101	3	105	3	-1	99
COc1ccc(S(=O)(=O)NCC(=O)Nc2ccc3c(c2)OCCO3)cc1OC	-8	98	99	10	95	-7	-1	105
O=C(O)C1CSC(c2ccc3c(c2)OCO3)N1 (centres undefined)	-2	95	102	-12	122	-1	0	103
Cc1cc(C)cc(NC(=O)CSCc2cnn(-c3ccccc3)c2-n2cccc2)c1	-3	104	102	4	105	0	9	97
c1ccc2c(c1)CCCN2Cc1nnc2n1CCCCC2	-1	103	99	9	93	3	8	94
CN(C)C(=O)c1ccc(NC(=O)c2ccccc2SCC(=O)N2CCCC2)cc1	-4	101	97	-1	102	1	-1	98
Cc1ccc(C)c(NC(=O)CN(C)C(=O)c2cc3ccccc3o2)c1	6	91	97	38	101	3	2	95
CC(C)N(C(=O)CSc1nnc(NC2CC2)s1)c1ccccc1	-4	96	96	-1	98	-1	8	97
O=C(Nc1cccc(CCc2ccccn2)c1)c1cc(F)c(F)cc1Cl	-1	98	102	13	99	0	-1	102
Cc1c(N=Cc2cccnc2)c(=O)n(-c2ccccc2)n1C	13	112	107	-1	99	6	-1	97
COc1ccc2c(CCNC(=O)Nc3ccccc3)c[nH]c2c1	6	104	102	3	99	-3	-4	97
O=C([C@@H]1CCCN1C(=O)c1cccs1)N1CCN(S(=O)(=O)c2cccc(F)c2)CC1	4	110	104	/	117	-3	-1	109
CC(C)(C)C1CCc2[nH]c3ccccc3c(=O)c2C1 (centres undefined)	7	108	99	47	100	12	-5	96
O=C(CSc1nnc(C2CC2)n1CC1CCCO1)Nc1ccccc1Cl (centres undefined)	1	95	99	-3	87	3	1	97
Cn1cc(-c2nc3ccccc3[nH]2)c2ccccc21	16	100	92	-23	90	10	138*	93
Nc1nnc(SCC(=O)N2CCN(c3ccccc3)CC2)n1-c1ccccc1	-5	86	101	4&1	98	2	1	99
O=C(CCc1nc2ccccc2c(=O)[nH]1)NNC(=O)c1ccc(Cl)cc1	7	101	86	-3	101	3	4	91

Ordered by heavy-atom count (rising): 3 of the compounds above
SMILES	proCasp7 act	CR mimetic SO	MEP2-GFP yeast	JMJD2C inh	LAP4-GFP MLPCN	procasp3 activ	AHR activator	RPL19A TOR yeast
Cc1ccc(-c2ccc(/C=N/NC(N)=S)o2)cc1	-19	116	93	1	158*	-15	100*	82
CCCCc1nnc(NC(=O)COc2ccc3c(C)cc(=O)oc3c2)s1	1	102	109	3	115	6	-2	109
CC(C)Cc1cc(C(=O)N2CCCC(CO)(Cc3ccc(F)cc3F)C2)n[nH]1 (centres undefined)	10	107	107	6	93	-1	4	98

(continued)
SMILES	proCasp7 act	CR mimetic SO	MEP2-GFP yeast	JMJD2C inh	LAP4-GFP MLPCN	procasp3 activ	AHR activator	RPL19A TOR yeast
O=C(NCC1CCCO1)c1nn2cccnc2c1Cl (centres undefined)	-10	109	100	2	95	2	11	98
COc1ccccc1C(=O)NC1CC(C)(C)NC(C)(C)C1	7	97	111	-7	99	8	2	105
O=C(NC1CCCC1)C(c1ccc(Cl)cc1)N(Cc1ccc(F)cc1)C(=O)CCl (centres undefined)	-2	116	101	-1	97	-9	-1	96
COc1ccc(/C(C)=N/NS(=O)(=O)c2cc(C)ccc2C)c(OC)c1	-5	96	110	-31	102	-3	0	94
Cc1ccc(/C=N/NC(=O)CNC(=O)COc2ccccc2)cc1	11	97	103	2	97	10	-2	106
CC1C(=O)N2CCCc3cc(S(=O)(=O)Nc4ccccc4F)cc1c32 (centres undefined)	3	99	104	66	101	-1	0	105
CC(=O)C1=C(O)C(=O)N(c2nccs2)C1c1ccc(Br)cc1 (centres undefined)	-4	102	95	-1	95	-12	171*	102
CC(NC(=O)C1=CC=CN2CCS(=O)(=O)N=C12)c1ccc(Cl)cc1Cl (centres undefined)	5	93	102	/	109	5	-1	100
CCOC(=O)c1[nH]c2ccc(OC)cc2c1NC(=O)CN1CCc2ccccc2C1	-3	95	100	-9	98	8	8	98
CC(C)=C1SC(N2CCOCC2)=NC1=O	8	110	103	-9	95	-1	0	99
CC(C)OCCCNc1ncnc2c1[nH]c1ccc(F)cc12	1	88	95	5	91	6	2	96
O=C(CCNC(=O)c1ccco1)NC(Cc1c[nH]c2ccccc12)C(=O)O (centres undefined)	8	71	94	3	101	5	15	97
CC(=O)CC(=O)Nc1ccc(Cl)cn1	-1	101	97	1	102	4	2	96
CCOC(=O)COc1ccc(Br)cc1/C=C/c1[nH]c(=O)[nH]c(=O)c1[N+](=O)[O-]	0	100	123	-3	110	6	-3	102
COC(=O)COc1ccc(NC(=O)C2CCCO2)cc1 (centres undefined)	-1	85	97	-1	100	5	-1	96
COc1ccc(-c2ccc3c(c2)O/C(=C\c2ccsc2)C3=O)cn1	-23	111	100	1	105	-16	18	94
Cc1cc(NC(=O)CS(=O)(=O)c2ccc(Cl)cc2)no1	3	86	104	-4	101	8	1	102
CCC(=O)N1c2ccc(S(=O)(=O)N3CCOCC3)cc2CC1C (centres undefined)	-5	87	113	-9	107	8	3	103
OCCC1CN(CC2CCCCC2)CCN1C1CCCC1 (centres undefined)	4	94	93	-14	96	-1	0	110
CCCn1c(N2CCN(CC(=O)c3c[nH]c4ccccc34)CC2)nc2c1c(=O)[nH]c(=O)n2C	-6	101	92	-5	93	-4	14	93
O=C(NCc1ccco1)C(c1ccncc1)N(CCC1=CCCCC1)C(=O)Cn1nnc2ccccc21 (centres undefined)	7	102	101	-11&-25	99	3	3	99
Cc1cc(C)cc(CC2CC(=O)N(c3cc(C)ccc3C)C2=O)c1 (centres undefined)	/	102	105	6	95	/	/	107
CC1(C)CC(N2CCOCC2)=CC(=[N+]2CCOCC2)C1	-8	102	89	-3	85	-2	2	87
CCCc1cc(=O)n2nc(N3CCC(C(=O)NCc4ccco4)CC3)sc2n1	-2	87	103	-38	94	7	3	96
COc1ccc(CCN2C(=O)N(c3ccc(OC)cc3)C(=O)C2CC(=O)Nc2ccc(OC)cc2)cc1 (centres undefined)	2	102	98	-6	100	7	2	97
c1ccc2c(c1)nc(-c1ccncc1)n1nnnc21	10	115	95	2	90	0	0	95
Cc1ccnc(NC(=O)c2sc3ccccc3c2Cl)c1	19	98	101	-5	96	1	12	108
CC(=O)Nc1nc(-c2ccccc2)ns1	16	94	104	7	112	-4	9	96
